Screens as filed in PubChem BioAssay.
Luciferase inh = Firefly luciferase inhibition profiling of diverse chemical library using quantitative high-throughput screening; Potency, µM (titrated, usually from 115 µM), without a hit: at the top dose activity change, negative = inhibition, hits mostly inhibitors; Luciferin 4-monooxygenase (Photinus pyralis), P08659; purified P. pyralis luciferase, luminescence, biochemical; 76,000 compounds, 2.5% hits; also: potency is read from the fitted curve at half-maximal effect; nearly all actives have a fitted effect of over 65% in size
Target sequence (P08659 whole entry, looked up): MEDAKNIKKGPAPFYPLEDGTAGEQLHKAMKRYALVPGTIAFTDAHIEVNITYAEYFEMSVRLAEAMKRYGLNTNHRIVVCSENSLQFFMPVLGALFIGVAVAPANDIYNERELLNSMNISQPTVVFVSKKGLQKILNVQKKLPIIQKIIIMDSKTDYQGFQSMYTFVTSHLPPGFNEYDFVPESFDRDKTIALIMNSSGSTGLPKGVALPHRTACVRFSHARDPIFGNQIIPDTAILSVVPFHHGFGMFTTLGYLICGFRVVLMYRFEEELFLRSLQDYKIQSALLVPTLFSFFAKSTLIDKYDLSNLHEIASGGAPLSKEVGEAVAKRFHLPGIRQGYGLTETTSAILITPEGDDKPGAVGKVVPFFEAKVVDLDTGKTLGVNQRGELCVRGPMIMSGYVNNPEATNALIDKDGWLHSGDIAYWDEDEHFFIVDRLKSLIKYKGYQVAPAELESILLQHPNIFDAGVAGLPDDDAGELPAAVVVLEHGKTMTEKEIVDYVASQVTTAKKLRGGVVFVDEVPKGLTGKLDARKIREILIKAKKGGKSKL
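Purified 10nM P. pyralis luciferase with 10uM D-luciferin and 10uM ATP in 50mM Tris acetate pH 7.5, 10mM Mg acetate, 0.01% Tween-20, 0.05% BSA. qHTS titration; luminescence read by CCD imager.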
NIH3T3 tox = Cytotoxic Profiling in NIH 3T3 Cell Line of Diverse Libraries Using Quantitative High-Throughput Screening; NIH 3T3 viability, CellTiter-Glo ATP luminescence, 48-72 h; Potency, µM (doses to about 96.7 µM), inactives show at the top dose activity change, negative = cytotoxicity, actives largely listed as inhibitors; 94,000 compounds, 4.3% hits; AID 1345082, 2018; also: potency is read from the fitted curve at half-maximal effect; nearly all actives have a fitted effect of over 55% in size
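Cytotoxicity was measured by CellTiter-Glo ATP luminescence after 48 or 72 h compound exposure at 37 °C. Mouse NIH 3T3 fibroblasts were seeded at 400 cells/well and dosed by 23 nL pin transfer.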
HEK cytotox = Cytotoxic Profiling in HEK 293 Cell Line of Diverse Libraries Using Quantitative High-Throughput Screening; AID 1345083, 2018; HEK 293 viability, ATP luminescence (CellTiter-Glo), 48-72 h; Potency, µM (doses to about 115 µM), for the others: top-dose activity change, negative = cytotoxicity, usual class: inhibitors; 94,000 compounds, 6.6% hits; also: potency is read from the fitted curve at half-maximal effect; nearly all actives have a fitted effect of over 60% in size
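HEK 293 cells seeded at 250 cells/well were exposed to compound for 48 or 72 hr at 37 degree Celsius. Viability taken as ATP content by CellTiter-Glo luminescence.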
IP6K1 inh = Primary qHTS assay for small molecule inhibitors of Inositol hexaphosphate kinase 1 (IP6K1); Inositol hexakisphosphate kinase 1 (Homo sapiens), Q92551; IP6K1 kinase, ADP-Glo luminescence, 2 h; active compounds read low; activity change, % (series mostly up to about 58 µM); 140,000 compounds, 0.81% hits; AID 1645851, 2021; in the data active = activity change below about -25%
Target sequence (Q92551 whole entry, looked up): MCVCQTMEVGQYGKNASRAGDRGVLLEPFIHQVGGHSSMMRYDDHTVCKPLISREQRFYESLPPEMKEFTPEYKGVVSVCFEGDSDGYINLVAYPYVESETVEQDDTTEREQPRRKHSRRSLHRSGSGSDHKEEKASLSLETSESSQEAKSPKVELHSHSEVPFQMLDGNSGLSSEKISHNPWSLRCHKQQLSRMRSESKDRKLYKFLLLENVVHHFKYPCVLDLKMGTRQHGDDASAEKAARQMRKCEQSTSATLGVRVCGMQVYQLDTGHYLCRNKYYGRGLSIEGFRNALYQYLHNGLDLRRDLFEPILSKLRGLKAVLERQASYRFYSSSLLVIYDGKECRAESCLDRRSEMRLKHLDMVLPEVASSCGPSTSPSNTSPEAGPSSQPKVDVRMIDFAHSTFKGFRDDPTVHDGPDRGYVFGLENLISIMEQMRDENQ
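ADP-Glo luminescence measures ADP made by human IP6K1 during a 2 h RT reaction with ATP/IP6 (mix at 1.3 mM/130 uM); top library doses 57.5 and 19.1 uM final.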
SNCA expr inhib = Primary qHTS assay for inhibitors of alpha-synuclein gene (SNCA) expression; HEK-293 SNCA-luciferase knock-in, luminescence, 24 h; Potency, µM (top dose mostly 57.2 µM), for the others: at the top dose activity change, negative = inhibition, hits mostly inhibitors; 140,000 compounds, 0.17% hits;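 also: potency is read from the fitted curve at half-maximal effect; plate controls were DMSO cells for no effect and cell-free wells for full effect; nearly all actives have a fitted effect of over 45% in size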
HEK293 viab = GF-AFC viability counterscreen for inhibitors of alpha-synuclein gene (SNCA) expression; HEK-293-SNCA-luc viability, GF-AFC fluorescence, 24 h; Potency, µM (top dose mostly 57.1 µM), inactives show at the top dose activity change, negative = cytotoxicity, usual class: cytotoxic; 150,000 compounds, 0.12% hits; AID 1671193, 2021;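 also: potency is read from the fitted curve at half-maximal effect; 0% = DMSO-treated cells and -100% = medium-only wells without cells; nearly all actives have a fitted effect of over 30% in size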
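Cytotoxicity counterscreen: after 24 h compound treatment of genome-edited SNCA-luciferase HEK-293 cells, live-cell protease substrate GF-AFC read by fluorescence after 30 min; activity scaled between DMSO (0%) and medium-only (-100%), curves Hill-fitted.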
GPT2 inhibitor = Primary qHTS assay for inhibitors of Glutamate pyruvate transaminase 2 (GPT2). Alanine aminotransferase 2 (Homo sapiens), Q8TD30. Recombinant GPT2, coupled pyruvate oxidase/HRP Amplex Red fluorescence. Potency, µM (doses to about 57.7 µM), for inactives: at the highest dose activity change, negative = inhibition, hits mostly inhibitors. 100,000 compounds, 0.25% hits. AID 1671188, 2021; also: potency is read from the fitted curve at half-maximal effect; nearly all actives have a fitted effect of over 60% in size; many of its hits are not listed in these tables
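Fluorescence of coupled pyruvate oxidase/HRP/Amplex Red system (50uM Amplex, 30 min, dark) reports pyruvate formed by GPT2. Enzyme reaction: 10ng/uL GPT2, 2mM L-alanine, 250uM a-KG, 30 min room temperature, pH 7.5; 50uM AOA control.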
An asterisk follows results filed as active; i = inactive; ? = inconclusive; nt = no result given; & = joins results of further samples; [ ] = dose if it differs, or a comment. Unless noted, calls follow the shape of the dose curve; as a rule, active = well fitted curve in the direction sought with a large enough effect; inconclusive = small, poorly fitted or top-dose-only effect, or another doubt; inactive = no such curve, though single readings can be large; an effect the other way counts as inactive or inconclusive. Unless noted, % is scaled to controls: 0 for no effect and ±100 for the full control effect. Not all compounds are listed (hit frequency here may not be typical).

item	mol	Luciferase inh	NIH3T3 tox	HEK cytotox	IP6K1 inh	SNCA expr inhib	HEK293 viab	GPT2 inhibitor
1	O=C(CC1CCCN(c2cnn(CC3CC3)c(=O)c2)C1)NC1CCCCC1 (centres undefined)	-3.8%	-4.5%	0.0%	8.6	15.0%	8.3%	i
2	COc1ccc(C(=O)N2CCC(C3CCN(S(C)(=O)=O)CC3)C2)c(OC)n1 (centres undefined)	-4.6%	-19.8%	-4.2%	19.8	9.1%	1.4%[12.5 µM]	i
3	Cn1cnc(S(=O)(=O)N2CCCCC2c2noc(COCc3ccc(F)cc3)n2)c1 (centres undefined)	nt	-16.3%	?	0.8	10.1%	9.4%	2.6%
4	COc1cccc(CN2CCC(n3cc[nH]c3=O)CC2)c1	-1.6%[172 µM]	?	-28.1%[172 µM]	10.4	6.8%[87.6 µM]	4.3%[87.6 µM]	i
5	Cc1ccc(CNC(=O)CN2C(=O)C3CCCCN3c3ccc(C(=O)N(C)C)cc32)cc1 (centres undefined)	nt	nt	nt	5.8	-0.3%	-8.0%	nt
6	CCCc1noc(-c2cccn3c(CNC(=O)c4ccc(OC)cc4)nnc23)n1	-3.7%	-12.2%	i	5.3	-18.2%	-10.1%	i
7	CCOc1ccc(CC(=O)Nc2c(C(=O)c3ccccc3)oc3ccc(OC)cc23)cc1OCC	nt	nt	nt	2.5	26.2%	-9.0%	nt
8	CC1=C2C(=O)C=C(CO[C@@H]3O[C@H](CO)[C@@H](O)[C@H](O)[C@H]3O)[C@@H]2[C@H]2OC(=O)[C@H](C)[C@@H]2CC1	nt	nt	nt	15.2	nt	-4.9%[23.9 µM]	i
9	CCOc1ccc(C(=O)OCc2cc(=O)n3nc(C(C)C)sc3n2)cc1	nt	nt	nt	-9.2	23.0%	10.8%	nt
10	COc1cccc(Cn2nc(SC)c(S(=O)(=O)c3ccccc3)c2N(C(C)=O)C(C)=O)c1	nt	nt	nt	-24.1	-0.1%	2.4%	nt
11	C[C@@]1(O)CCN(Cc2ccc3c4c(cccc24)C(=O)OC3)C[C@@H]1O	3.1%	-17.3%	-17.2%	5.3	1.3%	-1.5%	4.7%
12	C[C@H]1[C@@H]2[C@@H](O)C([C@H](C)C(=O)N3CCCC3)CC[C@@]2(C)CC[C@@H]1NC(=O)c1ccccc1 (some centres undefined)	0.6%[172 µM]	-18.0%[174 µM]	-23.1%[172 µM]	-7.9	-15.5%[87.6 µM]	3.0%[87.6 µM]	i
13	CC(C)(C)OC(=O)N1CC(NCc2ccc(C(F)(F)F)cc2)C1	nt	-22.2%	-23.4%	13.9	-1.2%	-0.6%	-0.5%
14	Cc1noc(C2CCCN2C(=O)c2cccc(CC3CCNCC3)c2)n1 (centres undefined)	-3.6%	-6.1%	-16.3%	-0.4	-11.0%	-16.7%	i
15	CCN(CC)c1ncccc1CNC(=O)C1CCOC1 (centres undefined)	9.5%	1.3%	-2.3%	12.9	9.4%	0.0%	i
16	Cc1cccc(NS(=O)(=O)c2ccc3c(c2)C(C)(C)C(=O)N3C)c1	nt	nt	nt	11.3	24.9%	6.1%	nt
17	CN(Cc1cccc(C(F)(F)F)c1)C(=O)CC1CCCC1	nt	-31.1%[138 µM]	-26.9%[172 µM]	1.9	2.8%[87.6 µM]	3.6%[87.6 µM]	?
18	COc1cccc(-n2c(=O)c3sccc3n(Cc3cc(=O)n4cc(Cl)ccc4n3)c2=O)c1	nt	nt	nt	-0.5	-3.5%	-20.6%	nt
19	O=C(Nc1cccn2nc(C3CCC3)nc12)c1ccccn1	1.6%	8.91µM*	?	-2.9	?	?	i
20	CC(C)CSc1oc(-c2ccco2)nc1S(=O)(=O)c1ccc(Br)cc1	nt	nt	nt	-4.6	-16.3%	-2.3%	nt

Given with two lines to a compound: 4 of the compounds above.
The line under a structure holds: Luciferase inh | NIH3T3 tox | HEK cytotox | IP6K1 inh | SNCA expr inhib | HEK293 viab | GPT2 inhibitor
[16] Cc1cccc(NS(=O)(=O)c2ccc3c(c2)C(C)(C)C(=O)N3C)c1
  nt | nt | nt | 11.3 | 24.9% | 6.1% | nt
[17] CN(Cc1cccc(C(F)(F)F)c1)C(=O)CC1CCCC1
  nt | -31.1%[138 µM] | -26.9%[172 µM] | 1.9 | 2.8%[87.6 µM] | 3.6%[87.6 µM] | ?
[14] Cc1noc(C2CCCN2C(=O)c2cccc(CC3CCNCC3)c2)n1 (centres undefined)
  -3.6% | -6.1% | -16.3% | -0.4 | -11.0% | -16.7% | i
[6] CCCc1noc(-c2cccn3c(CNC(=O)c4ccc(OC)cc4)nnc23)n1
  -3.7% | -12.2% | i | 5.3 | -18.2% | -10.1% | i

The listing continues:
item	mol	Luciferase inh	NIH3T3 tox	HEK cytotox	IP6K1 inh	SNCA expr inhib	HEK293 viab	GPT2 inhibitor
21	COc1ccc(Cc2nnc3ccc(C(=O)NCCc4ccc(F)cc4)cn23)cc1	nt	?	-1.5%	5.6	15.0%	2.2%	i
22	Nc1cccc(-c2ccc(N3CCOCC3)nn2)c1	3.16µM*	?	?	-30.2*	?	5.9%	i
23	COc1ccc(-c2nc(-c3nnn4c3COC(c3ccc(C)cc3)C4)no2)cc1OC (centres undefined)	-11.7%	i	-3.9%	6.2	-4.0%	-8.8%	i
24	COCCCNC(=O)CC1CCCCN(Cc2ccccc2)C1=O (centres undefined)	1.9%	-19.2%	-12.8%	9.5	1.6%	-0.1%	-19.3%
25	O=C(CCS(=O)(=O)c1ccc2c(c1)NC(=O)CO2)Nc1cccc(C(F)(F)F)c1	nt	nt	nt	-9.0	-5.5%	7.4%	nt
26	CNC(=O)c1cc(Oc2ccc(NC(=O)Nc3ccc(Cl)c(C(F)(F)F)c3)cc2)ccn1	nt	nt	nt	0.3&-0.5	-51.8%[25.6 µM]	?	-11.6%&4.6%&-6.3%
27	O=C(NCc1ccc(Cl)cc1)c1ccc2oc(-c3ccnc(Cl)c3)nc2c1	nt	-7.4%	i	-5.9	52.2%[activator]	-6.5%	i
28	O=C(c1ccccc1Br)N(Cc1ccccc1F)C1CCS(=O)(=O)C1 (centres undefined)	nt	nt	nt	12.9	-0.8%	10.0%	nt
29	CN(C)c1ccc(CNC(=O)C2CCN(c3nnc(-n4cccc4)s3)CC2)cc1	nt	nt	nt	5.0	33.1%[activator]	-7.6%	nt
30	O=C(Cc1ccccn1)N1CCCC(C(=O)N2CCC(N3CCCC3=O)CC2)C1 (centres undefined)	nt	-19.4%	i	17.3	15.7%	-1.9%	i
31	CNc1ncccc1C(=O)N1CCCC2(C1)C(=O)N(C)c1ccccc12 (centres undefined)	-4.5%	-5.0%	-5.1%	13.6	-0.9%	-1.9%	-25.7%
32	Cc1ccc(C(C)C)c(OCCSc2nc(-c3ccccc3F)nc3cc(=O)[nH]n23)c1	nt	nt	nt	16.3	-5.0%	4.0%	nt
33	CCn1c(=N)c(C(=O)NC2CCCC2)cc2c(=O)n3ccccc3nc21	nt	nt	nt	-2.1	-14.2%	?	nt
34	O=C(Nc1cnc(-c2cccc(Cl)c2)nc1)c1ccccc1F	1µM*	3.8%	-2.3%	10.0	71.9%[activator]	-0.6%	2.6%
35	CC1(CCC(=O)O)C(=O)C=CC23CC4CC(OC4(C)C2O)C13 (centres undefined)	nt	nt	nt	77.2	nt	-3.2%	4.5%[27.3 µM]
36	Cc1cccc(N2CCN(C(=O)c3ccc4c(c3)C(O)CCCCCN4C)CC2)c1 (centres undefined)	-0.9%	?	?	5.7	-15.0%	-6.5%	i
37	CN(C)CC[C@H](CSc1ccccc1)Nc1ccc(S(=O)(=O)NC(=O)c2ccc(N3CCN(Cc4ccccc4-c4ccc(Cl)cc4)CC3)cc2)cc1[N+](=O)[O-]	nt	nt	nt	nt	-21.8%	-13.2%	i
38	COc1cccc(-c2nn(C)c3sc(C(=O)NCc4ccc(C)cc4)cc23)c1	nt	nt	nt	-0.2	-16.4%	1.6%	nt
39	COc1ccc(NC(=O)CSc2oc(-c3ccco3)nc2S(=O)(=O)c2ccc(Br)cc2)c(OC)c1	nt	nt	nt	-18.2	-22.8%	-13.1%	nt
40	COc1ccc(N2CC(C(=O)N3CCC(C(=O)NCC(F)(F)F)C3)NC2=O)cc1 (centres undefined)	-2.9%	-17.9%	-4.1%	1.5	?	6.7%	i
41	COc1ccc(CCCN2C(=O)O[C@@H]3CN(S(=O)(=O)N(C)C)C[C@@H]32)cc1	0.0%	5.0%	i	5.8	?	5.5%	2.0%
42	O=C(O)[C@H](Cn1ccc(=O)[nH]c1=O)NC1CCCCC1	12.8%[230 µM]	i	-3.3%[230 µM]	7.6	16.3%[87.6 µM]	9.0%[87.6 µM]	i
43	CCc1ccc(C2c3c(n[nH]c3C)C(=O)N2c2ccc(C)cc2)cc1 (centres undefined)	nt	nt	nt	0.6	20.3%	-9.6%	nt
44	COc1ccc(-c2cc(OC(=O)c3cccc(Cl)c3)c3c(C)oc(C)c3c(=O)c2)cc1OC	nt	nt	nt	-5.0	-23.5%	-12.0%	nt
45	COc1cccc(NC(=O)Cn2c(=O)n(Cc3ccc(C(=O)NCc4ccc(C)cc4)cc3)c(=O)c3ccccc32)c1	nt	nt	nt	3.2	-21.5%	15.1%	nt
46	Cc1cc(N2CCN(c3ccccc3)CC2)n2cnnc2n1	nt	nt	nt	-15.5	4.7%	-5.9%	nt
47	COc1nc2nc(CC3CC3)n(C)c2cc1-c1ccc(O)c(F)c1	-3.1%[172 µM]	?	?	14.4	46.9%[activator][87.6 µM]	-7.9%[87.6 µM]	2.1%[88.5 µM]
48	COc1ccc(-c2nc(C3CC(=O)N(c4ccc(F)cc4)C3)no2)cc1 (centres undefined)	7.0%	-25.4%	?	12.4	-25.1%	7.0%	-6.7%
49	COc1ccc(C2=C(C)C(=O)N(Cc3ccc(C(=O)NCc4ccc(C)cc4)cc3)S2(=O)=O)cc1	nt	nt	nt	23.1	-16.4%	5.8%	nt
50	Cc1cc(C(=O)NCC2Cn3cccc3C(=O)N2C)n(C)n1 (centres undefined)	4.8%	-11.2%	-5.0%	39.8	16.4%	5.7%	i
51	CCOc1ccccc1NC(=O)c1cc(=O)c2ccc(C)cc2o1	nt	nt	nt	-14.3	10.1%	?	nt
52	CCC(=O)NCC1c2cc(OC)c(OC)cc2CCN1C(=O)Nc1cccc(C)c1 (centres undefined)	-20.7%	-4.4%	-9.0%	-4.6	-1.1%	-11.5%	i
